CHOP inh: CHOP inhibition in unfolded protein response; CHO-K1 CHOP-promoter luciferase, tunicamycin-induced, 15-18 h; inhibition, % at 10 µM; 3.8% of 220,000 active;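 active = compounds that reduced the stress-induced luciferase reporter signal by more than about 70% of percent inhibition, limit read from the data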;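 note: 0% = tunicamycin plus vehicle and 100% = wells without tunicamycin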
TNF necrop inh: TNF-alpha cell death inhibition in Jurkat FADD-/- cells | 0.068% of 220,000 active | activation (protection from cell death), % at 10 µM | Jurkat FADD-/- TNF necroptosis rescue, ATP luminescence, 24 h; 0 = TNF only, 100 = no-TNF cells | AID 463075;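 active = activation, meaning protection from cell death, of at least 50% relative to plate controls; inactive = activation below 50%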;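 note: necroptosis triggered by 40 ng/mL TNF-alpha added together with compound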
PPC-1+TRAIL kill: compounds killing PPC-1 cancer cells with TRAIL present (potentiator screen, no TRAIL-free arm); PPC-1 cells + TRAIL, ATPLite viability luminescence; cell killing (% activity), % at 4 µM; 0.41% of 220,000 active; AID 1443;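 active = cell killing above 50% in the first pass at 4 µM, then a duplicate retest at 5 µM averaging 50% or more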;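 note: plate controls were cells with TRAIL plus DMSO for no effect and medium-only wells lacking cells for full effect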
TRPML3 ag: activates the human TRPML3 channel; HEK293 TRPML3-YFP, Fluo-8 calcium fluorescence; 100% = the carbachol control signal; activation, % at 3 µM; 0.29% of 220,000 active; AID 1448;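 active = activation above its plate's cutoff, the mean activation of the plate's test wells plus 3 SD, cut at about 12% in these data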;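 note: 0% = DMSO only wells and 100% = carbachol wells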
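Material: HEK293 cells stably carrying human TRPML3-YFP; compound dosing: single dose, 3 µM final nominal compound, 0.3% DMSO final; incubation: 1-h 37 °C dye load, 5-s basal, 120-s post-compound reads; technique: Fluo-8 intracellular calcium fluorescence, excitation 470-495 nm, emission 515-575 nm; read-out basis: percent activation from peak-to-basal fluorescence ratio, scaled between DMSO and carbachol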
zfTRPN1 agonist: zebrafish TRPN1 (NompC) channel agonism | HEK293 zebrafish TRPN1-YFP, Fluo-8 calcium fluorescence; 100% = response to 87 µM carbachol | activation, % at 3 µM | 0.18% of 220,000 active | AID 1424;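 active = activation above its plate's cutoff, the mean activation of test wells on that plate plus 3 SD, cut at about 19% in these data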;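 note: 0% = DMSO alone and 100% = 87 µM carbachol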
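Material: zebrafish TRPN1-YFP in HEK293 cells. Doses: one dose of 3 µM, 0.3% DMSO. Incubation: dye 1 h 37 °C plus 30 min RT. Measured by: intracellular calcium fluorescence with Fluo-8.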
Ba/F3 V617F tox: loss of viability in JAK2V617F-driven Ba/F3 cells. Ba/F3 EpoR-JAK2V617F viability, ATP luminescence. inhibition, % at 5.6 µM. 1.1% of 220,000 active;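 active = inhibition above the campaign mean plus 3 SD over all tested compounds, cut at about 24% in these data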;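 note: cytokine-independent growth of Ba/F3 cells driven by EpoR plus mutant JAK2; 0% = DMSO-treated cells and 100% = JAK inhibitor I control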
BaF3 parental: counter-screen for JAK2V617F inhibitors: parental Ba/F3 viability inhibitors | CellTiter-Glo ATP luminescence | inhibition, % at 5.6 µM | 1.1% of 220,000 active | AID 1486;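 active = inhibition above a per-campaign cutoff, the mean inhibition of all tested compounds plus 3 SD, cut at about 27% in these data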;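 note: 0% = DMSO wells and 100% = JAK Inhibitor I control wells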
RBBP9 inhibitor: blocks human serine hydrolase RBBP9; inhibition, % at 7.94 µM; AID 1515; recombinant RBBP9, FP-Rh probe fluorescence polarization; 0.2% of 220,000 active; O75884;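 active = inhibition above the campaign mean of all tested compounds plus 3 SD, cut at about 14% in these data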;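 note: plate controls were DMSO wells with RBBP9 for no effect and wells lacking RBBP9 protein for full effect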
Target sequence (O75884 whole entry, looked up): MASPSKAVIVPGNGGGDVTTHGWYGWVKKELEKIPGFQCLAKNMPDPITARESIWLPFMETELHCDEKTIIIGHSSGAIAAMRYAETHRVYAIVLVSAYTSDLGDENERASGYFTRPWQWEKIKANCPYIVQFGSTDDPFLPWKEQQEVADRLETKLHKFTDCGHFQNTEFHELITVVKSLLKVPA
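System: RBBP9 protein | Quantity: 2.5 µM RBBP9 dispensing solution, before mixing | Reagent: FP-Rh probe, 375 nM dispensing solution | Timing: Enzyme-compound preincubation 30 min, then probe labeling 45 min, 25 °C | Measured by: Fluorescence polarization | Read-out: % inhibition | Replication: One well per compound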
Wee1 degr inh: blocks degradation of human Wee1 kinase; P30291; HeLa Luc-Wee1K328M stability, luciferase luminescence; 100% = proteasome inhibitor MG132 effect; reporter increase, % at 5 µM; 1.2% of 220,000 active;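 active = activation above the mean of all tested compounds plus 3 SD, set per screening run, cut at about 8.8% in these data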;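 note: cells exposed to compound for 20 h before luminescence read; 0% = DMSO alone and 100% = MG132 at 30 µM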
Target sequence (P30291 whole entry K328M): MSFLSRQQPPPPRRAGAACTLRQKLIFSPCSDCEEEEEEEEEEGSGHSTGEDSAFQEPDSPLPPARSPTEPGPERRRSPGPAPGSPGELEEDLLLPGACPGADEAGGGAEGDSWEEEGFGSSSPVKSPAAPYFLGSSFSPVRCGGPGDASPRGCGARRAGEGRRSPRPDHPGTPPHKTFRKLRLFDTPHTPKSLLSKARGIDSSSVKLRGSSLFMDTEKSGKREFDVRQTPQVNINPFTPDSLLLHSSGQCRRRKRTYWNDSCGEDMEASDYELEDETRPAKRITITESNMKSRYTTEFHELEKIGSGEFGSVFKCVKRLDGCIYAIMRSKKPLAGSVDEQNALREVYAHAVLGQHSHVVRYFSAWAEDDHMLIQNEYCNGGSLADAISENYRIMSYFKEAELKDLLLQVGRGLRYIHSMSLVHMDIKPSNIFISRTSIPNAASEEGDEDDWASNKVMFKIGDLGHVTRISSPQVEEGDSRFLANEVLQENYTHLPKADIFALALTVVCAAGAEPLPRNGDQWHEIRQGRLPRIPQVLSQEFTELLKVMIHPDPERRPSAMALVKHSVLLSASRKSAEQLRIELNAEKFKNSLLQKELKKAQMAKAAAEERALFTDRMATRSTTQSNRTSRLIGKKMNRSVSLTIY
Active calls of the source: *; · = not tested or not shown. An unsorted share of the library. Share with any hit: about 6.8%.

SMILES	CHOP inh	TNF necrop inh	PPC-1+TRAIL kill	TRPML3 ag	zfTRPN1 agonist	Ba/F3 V617F tox	BaF3 parental	RBBP9 inhibitor	Wee1 degr inh
O=C(CCC(=O)N1CCN(c2ccc(O)cc2)CC1)c1cccs1	-1	-14	9	0.0	1.4	13	3	-6	1
CCn1c(NC(=O)c2ccccc2)nc2ccccc21	-10	14	4	-1.4	-2.5	-6	-1	2	1
Cc1ccc(/C=C(\NC(=O)c2ccc(C)cc2)C(=O)NCCCn2ccnc2)cc1	-7	0.9	13	0.6	1.1	-2	6	-6	-1
COC(=O)/C=C1\S/C(=N/N=C/c2ccc(Cl)cc2)NC1=O	9	5.5	2	1.0	0.8	-3	-3	-3	2
CS(=O)(=O)N1N=C(c2cccs2)CC1c1ccc(Cl)o1 (centres undefined)	-23	1.5	-30	0.2	-0.7	-1	5	-5	5
O=C(Nc1ncc2c(n1)-c1ccccc1CC2)c1cccc(Cl)c1	16	-15	8	-0.6	-2.3	-2	6	-9	5
CCCCOc1ccc(C(=O)O)cc1	23	-2.8	18	0.8	1.4	-2	1	-10	-3
O=C(CNCC1CCCO1)Nc1ccc([N+](=O)[O-])cc1C(=O)Nc1ccccc1F (centres undefined)	22	-1.0	14	0.7	0.7	2	7	0	1
COC(=O)c1ccc(CS(=O)(=O)c2ccc(C)cc2)cc1	27	-3.1	0	0.6	-0.7	-2	1	-1	1
O=C(Nc1cccnc1)C1CCN(S(=O)(=O)c2cccc3nonc23)CC1	7	0.7	2	1.1	0.3	-4	2	3	-3
O=c1[nH]c(SCc2nc3ccccc3c(=O)n2-c2ccccc2C(F)(F)F)nc2ccccc12	24	3.3	25	-0.6	-2.2	2	5	-10	2
Cn1c(=O)c2[nH]c(N3CCN(c4cccc(O)c4)CC3)nc2n(C)c1=O	27	1.7	20	0.1	-0.1	3	5	-3	1
CCCn1c(SCC(=O)Nc2nccs2)nnc1-c1cccnc1	30	-1.1	20	0.9	1.1	5	3	-6	-1
Cc1cc(C(=O)CN2C(=O)C(=O)N(C)C2=O)c(C)n1-c1cccc(S(=O)(=O)N2CCOCC2)c1	6	-1.0	-2	1.2	6.2	2	-7	2	3
CC(=O)NC1C(OCCOc2ccc(Cl)cc2Cl)OC(COC(C)=O)C(OC(C)=O)C1OC(C)=O (centres undefined)	-13	-3.9	26	0.0	0.4	0	4	-8	3
CC(C)CCNC(=O)NC(=O)CSc1nnc2ccccn12	34	0.4	21	0.2	0.7	-1	1	-5	2
CCc1ccc(C2CC(=O)NC(SCC(=O)OC(C)C)=C2C#N)cc1 (centres undefined)	49	43	0	-0.4	0.6	3	7	-3	0
CN(C)c1ccc(C(=O)c2ccc(N(C)C)c(N)c2)cc1N	·	-13	-2	0.2	0.2	-2	10	0	2
COc1ccccc1-c1nnc(SCC(=O)N2CC(C)CC(C)C2)o1 (centres undefined)	28	-0.4	0	0.0	0.2	5	4	-9	-3
N#Cc1ccc(N=c2ssnc2Cl)cc1	86*	-1.9	-5	0.0	0.2	5	8	-7	4
O=c1ccc2c(o1)/C(=C/C=C(Cl)Cl)CCC2	14	-0.1	14	0.3	0.1	0	6	0	4
O=C(C/C=N/OCc1ccc(F)cc1Cl)c1cnc(-c2ccccc2)s1	44	-2.0	15	0.5	0.5	-2	-2	-9	0
COc1cccc(-c2nnc(SCc3ccc(C#N)cc3)n2Cc2ccco2)c1	-3	-0.6	11	-0.4	-1.8	-3	-2	-4	0
COc1ccc(OC)c(NC(=O)c2cc3oc4ccccc4c3cc2O)c1	28	3.2	15	0.8	3.3	-3	0	-3	5
O=C(CN1CCN(c2ccccc2F)CC1)N1N=CCC1c1ccccc1 (centres undefined)	-19	29	17	0.7	-0.6	1	7	-3	1

New compounds follow:
SMILES	CHOP inh	TNF necrop inh	PPC-1+TRAIL kill	TRPML3 ag	zfTRPN1 agonist	Ba/F3 V617F tox	BaF3 parental	RBBP9 inhibitor	Wee1 degr inh
CCOc1ccc(CCNC(=O)c2[nH]c(C)c(C(C)=O)c2CC)cc1OCC	24	1.0	1	0.6	0.4	3	9	-3	4
Cc1ccccc1NC(=O)Cn1c(=O)n(CC2CCCO2)c(=O)c2ccccc21 (centres undefined)	14	1.7	-1	0.0	-0.5	-1	5	-6	-3
O=C(N/N=C/c1cnc(N2CCOCC2)s1)c1ccccc1	3	0.9	6	0.9	0.2	-1	6	-2	1
CCN(CC)S(=O)(=O)c1ccc(N2CCOCC2)c(NC(=O)c2ccc(NC(C)=O)cc2)c1	-13	0.9	22	0.9	1.0	-3	-3	-4	0
CCOc1ccc(-n2nnnc2-c2nc3ccccc3s2)cc1	8	0.7	19	0.3	-0.9	0	5	-2	-2
Cc1ccc(N(C(=O)C2CCCC2)C2C=CS(=O)(=O)C2)cc1 (centres undefined)	0	0.1	13	0.0	-0.7	-2	4	-5	0
COc1cccc(C(=O)NCCCn2ccnc2)c1	-5	0.7	-7	0.4	-0.7	0	1	-5	-1
COCCCN1C(=O)CS/C1=N\S(=O)(=O)c1ccccc1	8	0.2	3	1.0	-0.1	-3	0	-11	-1
CC(=O)NC(=S)Nc1ccc2oc(=O)ccc2c1	8	-0.4	3	0.3	-0.7	-3	7	7	-2
O=C(c1ccccc1SCc1ccccc1)N1CCCCCC1	9	-0.5	10	-1.0	-1.8	2	6	2	2
O=c1cc(-c2ccccc2)[nH]c2cc(Cl)ccc12	-14	-17	-5	1.1	0.8	80*	46*	-4	6
COc1ccccc1NS(=O)(=O)c1ccc2oc(SCc3ccc(C#N)cc3)nc2c1	57	2.1	13	-0.1	2.3	-3	4	-2	1
N#Cc1c(-c2ccc(Cl)cc2)c(C#N)c(=O)n(N)c1N	7	2.0	13	-0.1	-1.0	-7	2	10	-3
O=C(O)CSc1c(-c2ccccc2)[nH]c2ccccc12	-16	-0.1	10	1.4	0.9	-4	2	-1	-2
NCCCCCc1nnc(SCc2cccc(Cl)c2)o1	46	-2.1	-9	0.2	1.1	-3	1	-8	-2
Cc1ccccc1P(=O)(CO)c1ccccc1C	24	-2.8	-8	0.4	-0.1	-4	-1	2	0
CC(C)(C)c1nc(NCC2CCCO2)c2nnn(Cc3ccccc3)c2n1 (centres undefined)	71*	0.0	10	0.5	-0.8	2	3	1	6
ON=C1CCN(c2ncc(C(F)(F)F)cc2Cl)CC1	-16	-5.2	10	0.5	1.2	2	0	-6	2
OC(COc1ccc2c(c1)CCC2)CN1CCN(c2cccc(Cl)c2)CC1 (centres undefined)	45	0.2	29	0.0	-0.8	-2	5	2	2
CC(C)(C)n1nc2c(c1NC(=O)COc1ccc(Cl)cc1)CS(=O)(=O)C2	29	-0.2	5	0.8	0.8	2	5	-10	0
COCCCNC(=O)c1cc(C)nc2ccc(F)cc12	4	-1.1	12	-0.3	1.0	-3	0	-9	-1
Nc1c(-c2ccc(F)cc2)cnc2ncnn12	6	-2.1	17	0.9	0.1	-3	3	-8	-3
COc1cccc(C(=O)Nc2ccc(N3CCN(S(C)(=O)=O)CC3)cc2)c1	-13	-0.1	33	-0.3	0.2	-2	7	-8	4
S=C(NCc1ccccc1Cl)NC1CCCC1	-28	0.0	-6	0.7	-1.0	-1	5	-4	-2
CCN(CC)S(=O)(=O)c1ccc(C(=O)Oc2cc(C)[nH]c(=O)c2[N+](=O)[O-])cc1	4	-1.1	18	0.0	1.4	-3	2	7	2
Cc1nnc2sc(SCc3cccc(Cl)c3)nn2c1=O	11	-0.9	13	-0.4	-0.3	-2	5	-5	2
COc1ccc(C(=O)NCc2cccnc2)cc1S(=O)(=O)N1CCOCC1	27	-1.3	17	0.1	0.6	-6	2	0	0
Cc1ccc(SCCC(=O)N(C)C)cc1	9	-1.2	11	-0.3	0.4	2	9	4	-3
O=c1c2[nH]c3ccc(Br)cc3c2ncn1CCCn1ccnc1	6	-3.2	10	2.7	0.9	-2	2	-8	2
Cc1nc(C)n(CC(=O)N2CCCC(C(=O)c3cccc4ccccc34)C2)n1 (centres undefined)	-2	-0.6	13	0.1	-0.6	-1	7	0	-1

High-throughput results deposited in PubChem BioAssay by several laboratories.
